HePTP inhibitor: human HePTP phosphatase inhibition; recombinant HePTP phosphatase activity, OD absorbance; inhibition, % at 20 µM; 110,000 compounds, 0.64% hits; in the data active = inhibition above about 50%;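 note: plate controls were vehicle for no effect and reference inhibitor for full effect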
Target sequence (P35236 whole entry, looked up): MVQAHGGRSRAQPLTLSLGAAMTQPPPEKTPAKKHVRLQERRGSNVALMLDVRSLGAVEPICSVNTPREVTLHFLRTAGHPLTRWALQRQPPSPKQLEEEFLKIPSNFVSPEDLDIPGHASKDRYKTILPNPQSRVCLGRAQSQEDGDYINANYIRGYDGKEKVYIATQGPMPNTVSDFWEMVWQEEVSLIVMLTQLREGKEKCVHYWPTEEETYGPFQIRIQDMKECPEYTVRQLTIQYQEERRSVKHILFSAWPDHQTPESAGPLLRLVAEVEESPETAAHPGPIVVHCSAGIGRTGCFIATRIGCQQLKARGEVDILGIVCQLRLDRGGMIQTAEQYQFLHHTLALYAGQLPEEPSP
BAP1 block: human BAP1 deubiquitinase inhibition; 72,000 compounds, 0.48% hits; Q92560; activity remaining (% of control), % at 20 µM; recombinant BAP1, Ub-AMC hydrolysis fluorescence kinetic; hits give low values; AID 436;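 active = activity remaining at or below 50% of control, provided the compound also passes the data quality filters; inactive = the rest, including low values that fail the filters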;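 note: 100% = DMSO wells rate and 0% = substrate alone blank rate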
Target sequence (Q92560 whole entry, looked up): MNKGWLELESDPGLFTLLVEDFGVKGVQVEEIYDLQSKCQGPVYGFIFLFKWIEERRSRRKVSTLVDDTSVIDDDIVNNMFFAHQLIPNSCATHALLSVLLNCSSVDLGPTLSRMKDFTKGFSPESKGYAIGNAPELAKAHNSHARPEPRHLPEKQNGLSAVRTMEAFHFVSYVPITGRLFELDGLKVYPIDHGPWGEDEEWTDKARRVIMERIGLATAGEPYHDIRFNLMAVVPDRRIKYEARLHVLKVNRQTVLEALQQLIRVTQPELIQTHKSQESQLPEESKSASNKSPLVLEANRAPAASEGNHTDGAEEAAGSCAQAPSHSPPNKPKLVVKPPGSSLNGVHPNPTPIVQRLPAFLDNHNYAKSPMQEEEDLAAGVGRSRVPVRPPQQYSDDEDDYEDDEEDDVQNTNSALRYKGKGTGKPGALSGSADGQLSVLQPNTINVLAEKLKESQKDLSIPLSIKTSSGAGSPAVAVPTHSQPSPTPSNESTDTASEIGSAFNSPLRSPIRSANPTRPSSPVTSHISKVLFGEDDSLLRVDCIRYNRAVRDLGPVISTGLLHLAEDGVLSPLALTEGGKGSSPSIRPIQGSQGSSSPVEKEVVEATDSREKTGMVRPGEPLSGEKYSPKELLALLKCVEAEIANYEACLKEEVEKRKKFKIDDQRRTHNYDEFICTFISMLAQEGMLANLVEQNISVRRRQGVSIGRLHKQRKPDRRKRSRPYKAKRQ
An asterisk follows results filed as active; x = no result given; & = joins results of further samples.

Below each compound: HePTP inhibitor	BAP1 block
COC(=O)c1ccc(COc2ccc(-c3ccccc3)cc2)o1
    -11.2	x
COc1ccc(OCCCCOc2ccc(C)cc2C)cc1
    3.9	x
Cc1noc(C)c1COc1cccc(C(=O)OCC(=O)N2CC(=O)Nc3ccccc32)c1
    6.4	97.0
Cc1ccc(NC2CC(C)N(C(=O)c3cccc(F)c3)c3ccc(C)cc32)cc1 (configuration not stated)
    -2.4	x
COCCCNC(=O)c1ccc2c(=O)n(C3CCCC3)c(=S)[nH]c2c1
    11.7	108.2
O=C(CCn1nnc2ccccc21)Nc1nnc(Cc2ccc(F)cc2)s1
    4.8	96.5
N#C/C(=C\c1cccs1)c1nc(-c2ccc(Cl)cc2Cl)cs1
    -5.4	x
COC(=O)CN1C(=O)/C(=C/c2ccc(OCc3ccc(Cl)cc3)c(OC)c2)SC1=S
    -13.5	x
O=C(NCC1CCCO1)C(C(=O)c1ccc(F)cc1)n1ccccc1=O (configuration not stated)
    -8.8	85.3
Cc1ccc(/C=C2\C(=O)NC(=O)N(Cc3ccccc3)C2=O)cc1
    4.1	x
COC(=O)CSc1ncnc2c1sc1nc(-c3ccco3)c3c(c12)CC(C)(C)OC3
    4.9	70.7
Cc1nc(SCC(=O)Nc2cc(C)on2)c2c(C)c(C)sc2n1
    5.5	93.0
CC1(C)Cc2c(C#N)c(N3CCN(C(=O)c4ccccc4)CC3)nc(-c3ccco3)c2CS1
    -7.9	x
O=C(O)CSc1cccc2cccc(C(=O)O)c12
    8.1	94.1
COc1ccc(CCC(=O)N2CCc3ccccc32)cc1
    1.0	x
COc1ccc(/C=C2/SC(=S)NC2=O)cc1I
    7.7	x
COc1ccc(-c2nc(CNS(=O)(=O)c3cc(OC)ccc3OC)cs2)cc1
    8.2	105.2
COc1cc(CN2CCN(Cc3ccccc3Br)CC2)cc(OC)c1O
    -6.7	x
O=C(Cn1nnc(-c2ccccc2F)n1)Nc1ccc(S(=O)(=O)NC2CCCC2)cc1
    -6.5	67.8
C=CCN1C(=O)NC(=O)/C(=C/C=C/c2ccco2)C1=O
    -8.5	x
Cc1ccc(N2CC(C(=O)NCCCn3ccnc3)CC2=O)cc1 (configuration not stated)
    6.0	97.5
COc1ccc(S(=O)(=O)N2CCC(CN3C(=O)c4cccc5cccc(c45)C3=O)CC2)cc1
    4.8	x
C=CCn1c(Cc2cccs2)nnc1SCC(=O)Nc1ccc(OC)cc1
    7.7	102.2
O=C(NCC(c1ccccc1)c1ccccc1)Nc1ccc(Cl)cc1
    1.3	x
COc1ccc(N2C(=O)/C(=C\c3ccsc3)SC2=S)cc1
    2.3	x
CSc1nnc(-c2ccc(C)cc2)o1
    -2.2	x
O=C(Nc1nccs1)C(NS(=O)(=O)c1ccc(Br)s1)c1ccccc1 (configuration not stated)
    11.0	76.8
O=C(CCNS(=O)(=O)c1ccccc1[N+](=O)[O-])N(Cc1ccccc1)Cc1ccccc1
    -9.5	x
O=C(Cc1cccs1)Nc1ccc(S(=O)(=O)Nc2ncccn2)cc1
    26.6	80.4
O=C(CN(C(=O)CNC(=O)c1ccco1)c1ccc2c(c1)OCO2)NC1CCCCC1
    -5.0	92.5
CCC(O)c1cc2c(cc1NC(=O)c1ccc(C)cc1)OCCO2 (configuration not stated)
    5.3	81.2
O=C1C(C=NCCN2CCN(C(=S)Nc3ccccc3)CC2)=C(O)c2ccccc21
    -4.2	x
COc1ccc(COC(=O)C2=C(C)NC3=C(C(=O)CC(C)(C)C3)C2c2coc3ccc(C)cc3c2=O)cc1 (configuration not stated)
    -5.9	x
COc1ccc(C2C3=C(CCCC3=O)OC3=C2C(=O)CCC3)cc1
    -3.5	x
CCN1C(=O)c2ccc(C(=O)Nc3nccs3)cc2C1=O
    2.1	132.8
C=CCn1c(=N)n(CC(=O)OC)c2ccccc21
    6.5	99.2&94.1
COc1ccccc1CNC(=O)Cn1nnc(-c2ccncc2)n1
    5.3	89.1
CN1CCN(C(=O)Nc2ccccc2)CC1
    -11.8	x
O=C(Nc1ccc2oc(-c3ccccc3)nc2c1)c1ccc(Br)o1
    -23.5	x
COc1ccc(N2C(=O)CCC(C(=O)N3CCCCC3)C2c2ccc(F)cc2)cc1 (configuration not stated)
    -5.2	89.6
C=CCn1c(CSc2nc3ccccc3s2)nnc1SCC(=O)NCCN1CCOCC1
    6.0	130.2
CN(Cc1ccccc1)c1ncnc2ccc(Br)cc12
    -7.6	110.0
COCCOC(=O)c1c(C)oc2ccc(NS(=O)(=O)c3cc(C)ccc3C)cc12
    0.3	x
COc1cc(C2C(C(=O)OC3CCCCC3)=C(C)NC3=C2C(=O)CCC3)cc(Cl)c1O (configuration not stated)
    x	150.9
CC(=O)NCc1ccc(-c2csc(N)n2)s1
    -6.9	126.5

Taken from above.
Reading of CC(=O)NCc1ccc(-c2csc(N)n2)s1 in HePTP inhibitor: -6.9
Reading of COc1ccccc1CNC(=O)Cn1nnc(-c2ccncc2)n1 in HePTP inhibitor: 5.3
Reading of CN1CCN(C(=O)Nc2ccccc2)CC1 in HePTP inhibitor: -11.8
Reading of O=C1C(C=NCCN2CCN(C(=S)Nc3ccccc3)CC2)=C(O)c2ccccc21 in HePTP inhibitor: -4.2

Ordered by heavy-atom count (low to high): part of the list above.
Below each compound: HePTP inhibitor	BAP1 block
COc1ccc(CCC(=O)N2CCc3ccccc32)cc1
    1.0	x
Cc1ccc(N2CC(C(=O)NCCCn3ccnc3)CC2=O)cc1 (configuration not stated)
    6.0	97.5
COc1cc(CN2CCN(Cc3ccccc3Br)CC2)cc(OC)c1O
    -6.7	x

Carrying on:
Below each compound: HePTP inhibitor	BAP1 block
C1=C(c2ccc(C3CCCCC3)cc2)N2CCN=C2S1
    8.6	x
COc1ccc(-c2c(C)nn(-c3ccccc3)c2N)cc1OC
    -0.7	x
COCCNC(=O)C(c1ccc(C)o1)N(C(=O)c1snc(C(N)=O)c1N)c1cccc(C)c1 (configuration not stated)
    6.2	63.8
Cc1onc(-c2ccccc2)c1C(=O)N1CCCSC1=Nc1ccccc1
    7.3	94.3
c1csc(Cn2nnnc2CN2CCN(c3nc4ccccc4s3)CC2)c1
    8.4	89.2
COc1ccc(-c2n[nH]c(=S)n2/N=C/c2cccs2)cc1
    -3.8	x
Nc1nc(Nc2ccc(Cl)cc2Cl)nc(C(F)(F)F)n1
    4.1	147.2
COCCNC(=O)c1cc2c(=O)n(C)c3ccccc3c2n1C
    5.6	102.2
CCCN(C(=O)CSc1nnc(-c2ccoc2C)n1N)C1CCS(=O)(=O)C1 (configuration not stated)
    4.2	98.7
NS(=O)(=O)c1ccc(CCNc2nc(CN3CCOCC3)nc3sc4c(c23)CCC4)cc1
    -5.3	x
CCCCCn1c2nc3ccccc3nc2c2c(=O)n(CC3CCCO3)c(C)nc21 (configuration not stated)
    6.6	95.3
Cc1ccc(NC(=O)c2cc([N+](=O)[O-])ccc2Cl)cc1Cl
    -7.9	x
Cn1nnnc1SCC(=O)NCCCc1ccccc1
    4.4	108.7
CC/C(=N\NC(=O)c1ccc(C)o1)c1ccccc1O
    -18.3	x
O=S(=O)(Oc1ccccc1)c1cc(Cl)ccc1Cl
    -11.9	x
NC(=O)CSc1nc2scc(-c3ccco3)c2c(=O)n1-c1ccccc1
    2.5	x
COc1cccc(CNCCOCCO)c1OC
    0.2	70.5
O=c1[nH]c2ccccc2n1CCCOc1ccccc1
    4.3	96.8
CC1=NN(C(=O)C(C)C)C(C)(NNC(=O)C(C)C)C1 (configuration not stated)
    0.9	x
CCOC(=O)N1CCN(C(=O)CS(=O)Cc2nc(-c3cccc(C)c3)oc2C)CC1 (configuration not stated)
    4.1	91.3
O=C(O)C(Cc1ccccc1)N=C(NS(=O)(=O)c1ccccc1)c1ccccc1 (configuration not stated)
    -8.7	x
Cc1cc2nc3n(c2cc1C)CCN3
    -5.3	x
Cn1c(Cc2ccccc2)nnc1SCCC(=O)Nc1ccccc1
    3.8	77.0
CCOC(=O)c1c(-c2ccc(OC)cc2)csc1NC(=O)c1ccccc1Br
    7.3	x
O=C(CSc1nnc(CCCN2C(=O)c3cccc4cccc(c34)C2=O)n1-c1ccccc1)NCCCO
    4.5	x
c1ccc(-n2c(-c3ccncc3)nnc2N2CCOCC2)cc1
    14.0	108.2
CCn1c(=N)c(C(=O)NCc2cccnc2)cc2c(=O)n3cccc(C)c3nc21
    7.8	x
Cc1ccc(S(=O)(=O)Nc2c(C)cc(C)cc2C)c(C)c1
    10.1	x
O=C(COc1ccccc1F)c1ccc(O)cc1O
    -1.9	88.1
Nc1c(C(=O)OCC2CCCO2)c2nc3ccccc3nc2n1-c1ccc2c(c1)OCCO2 (configuration not stated)
    7.1	x
Cc1cc2nc(-c3ccc(Cl)c(NC(=O)/C=C/c4ccco4)c3)oc2cc1C
    7.5	x
O=C1CC(N2CCN(c3ccc(F)cc3)CC2)C(=O)N1Cc1ccc(N2CCCC2=O)cc1 (configuration not stated)
    -0.6	104.8
O=C1C2C3C=CC(C3)C2C(=O)N1c1ccc([N+](=O)[O-])cc1Br (configuration not stated)
    6.9	x
O=C(COc1ccccc1[N+](=O)[O-])Nc1ccc2oc(-c3cccc(Cl)c3)nc2c1
    -6.8	x
COC(=O)[C@H]1CCCN1C(=O)Nc1cccc(Oc2c(F)c(F)c(F)c(F)c2F)c1
    9.2	72.0
O=C(CCN1CCN(c2ccc(F)cc2)CC1)Nc1ccccc1F
    12.1	84.9
Cc1ccc(N2C(=O)CC(Sc3nc4ccccc4s3)C2=O)cc1 (configuration not stated)
    -7.0	x
CC(C)CC(Nc1c(C(=O)Nc2ccc(Cl)cc2)cc([N+](=O)[O-])cc1[N+](=O)[O-])C(=O)O (configuration not stated)
    6.1	x
Cn1c(-c2ccccc2)c(-c2ccccc2)n(C)c1=O
    -0.1	x
CCOC(=O)N1CCC2(O)CCCCC2C1c1ccc(F)cc1 (configuration not stated)
    8.3	89.3
O=S(=O)(Nc1nc2ccccc2nc1NCc1ccco1)c1ccc(Cl)cc1
    7.1	63.6
CC(C)c1ccccc1NC(=O)c1cnccn1
    10.5	111.7
Cc1ccc2cccc(NC(=O)C(F)(F)F)c2n1
    2.6	121.6
COc1ccc(/C(O)=C2\C(=O)C(=O)N(c3cccc(C(=O)O)c3)C2c2ccccc2)cc1 (configuration not stated)
    x	75.3
CC1=NN(c2nc(-c3ccc(Br)cc3)cs2)C(=O)/C1=C\c1ccc2c(c1)OCO2
    7.2	x
Cc1cc(N2CCN(c3cccc(C(F)(F)F)c3)CC2)n2nc(C)nc2n1
    15.2	115.8
O=C1CC(c2ccccc2)CC(O)=C1C=NCCN1CCOCC1 (configuration not stated)
    8.3	95.5
COc1ccc(-c2nnc(CSc3nc4ccccc4c(=O)n3CC(C)C)o2)cc1OC
    1.9	93.2
CNc1nnc(-c2cc3ccccc3oc2=O)s1
    3.1	x
COc1ccc(/C(O)=C2\C(=O)C(=O)N(CCc3ccccc3)C2c2ccc(OC)cc2)cc1 (configuration not stated)
    -2.6	x
COc1ccc(NC(=O)CCc2ccccc2)c(OC)c1
    -2.9	x
N=c1c(C(=O)NC2CCCCC2)cc2c(=O)n3ccccc3nc2n1CCN1CCOCC1
    3.8	x
COCCOC(=O)c1c(C)nc(SCC(=O)Nc2ccc(OC)cc2)c(C#N)c1-c1ccco1
    9.2	121.0
COc1ccc(-c2noc(-c3ccco3)n2)cc1
    -4.1	x
Cc1ccc(S(=O)(=O)NCC(c2ccccc2)N2CCN(CCC#N)CC2)cc1 (configuration not stated)
    3.9	93.4
CC(=O)SCCC(=O)N1CCn2c3c(c4cc(C)ccc42)CCCC31 (configuration not stated)
    10.2	x
CO/N=C(/C(=O)O)c1cn2ccccc2n1
    -16.9	x
CCCCOc1ccc(-c2c(C#N)c(N)nc(SCc3ccc(Cl)cc3)c2C#N)cc1
    -2.5	x
CCOC(=O)c1c(N)sc(C)c1CC
    -13.6	x
COc1ccc(Br)cc1/C=C/C(=O)c1ccc(C)cc1
    -0.1	x

Next records
Below each compound: HePTP inhibitor	BAP1 block
CCCCCc1nc2c(=O)n(C)c3ccccc3c2o1
    -0.8	93.9
O=C(Nc1ccc(F)c(Cl)c1)c1ccc2c(=O)n3c(nc2c1)CCCCC3
    -2.6	58.7
CCOC(=O)C1CCN(C(=O)CN(c2ccc(OC)cc2)S(=O)(=O)c2c(C)noc2C)CC1
    -0.5	89.1
Cc1c(N2C(=O)/C(=C/c3cccs3)SC2=S)c(=O)n(-c2ccccc2)n1C
    4.8	x
COC(=O)Cn1nc(C)c2ccccc2c1=O
    x	69.4
CCOC(=O)Cn1c2c(c(-c3ccccc3OC)cc1=O)CCCC2
    4.6	x
Cc1cc(C)c(S(=O)(=O)n2nc(C)c(Br)c2C)c(C)c1
    3.5	61.5
CCC(C)N(C)Cc1cccc(C2(O)CCN(S(=O)(=O)c3ccc(F)cc3)CC2)c1 (configuration not stated)
    1.9	126.6
S=c1n(CN2CCOCC2)nc(-c2ccccc2Cl)n1-c1ccccc1
    -12.1	x
Cc1cc(C)cc(CSCC(=O)Nc2cc(Cl)ccc2Cl)c1
    -10.5	x
O=C(O)CSc1nc2ccc(N3C(=O)C4CCCCC4C3=O)cc2s1 (configuration not stated)
    11.7	x
NC(N)=NCCSSCCN=C(N)N
    x	90.1
COc1ccc(C(=O)CSc2nnnn2Cc2ccccc2)cc1
    4.5	101.9
CC(C)(C)NC(=O)C(=O)N/N=C/c1c(Cl)cccc1Cl
    6.0	x
c1coc(Cn2c(-c3ccco3)nc3ccccc32)c1
    8.0&9.4	102.2
CCN(CC(=O)NC1CCS(=O)(=O)C1)C(=O)COc1ccccc1-c1ccccc1 (configuration not stated)
    -4.6	92.4
CCc1ccc(/C=C2/SC(=S)N(CC(=O)O)C2=O)cc1
    6.1	x
COc1cc(C=C2C(=O)NC(=O)NC2=O)ccc1OCc1c(C)no[n+]1[O-]
    40.9	x
Cc1ccc(S(=O)(=O)N2CCCC(C(=O)NCCc3ccc4c(c3)OCO4)C2)cc1 (configuration not stated)
    -4.5	92.7

Source: PubChem BioAssay
